# hERG WT inh: qHTS for Inhibitors of KCHN2 3.1: Wildtype qHTS; Voltage-gated inwardly rectifying potassium channel KCNH2 (Homo sapiens), Q12809; 340,000 compounds, 0.37% hits; activity change, % at 1.84 µM; U2OS, BacMam KCNH2, thallium flux FluxOr; stronger effect = lower value;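 active means maximum activity change below -70%; inconclusive means maximum activity change between -70% and -50%; inactive means maximum activity change above -50%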
# Target sequence (Q12809 whole entry, looked up): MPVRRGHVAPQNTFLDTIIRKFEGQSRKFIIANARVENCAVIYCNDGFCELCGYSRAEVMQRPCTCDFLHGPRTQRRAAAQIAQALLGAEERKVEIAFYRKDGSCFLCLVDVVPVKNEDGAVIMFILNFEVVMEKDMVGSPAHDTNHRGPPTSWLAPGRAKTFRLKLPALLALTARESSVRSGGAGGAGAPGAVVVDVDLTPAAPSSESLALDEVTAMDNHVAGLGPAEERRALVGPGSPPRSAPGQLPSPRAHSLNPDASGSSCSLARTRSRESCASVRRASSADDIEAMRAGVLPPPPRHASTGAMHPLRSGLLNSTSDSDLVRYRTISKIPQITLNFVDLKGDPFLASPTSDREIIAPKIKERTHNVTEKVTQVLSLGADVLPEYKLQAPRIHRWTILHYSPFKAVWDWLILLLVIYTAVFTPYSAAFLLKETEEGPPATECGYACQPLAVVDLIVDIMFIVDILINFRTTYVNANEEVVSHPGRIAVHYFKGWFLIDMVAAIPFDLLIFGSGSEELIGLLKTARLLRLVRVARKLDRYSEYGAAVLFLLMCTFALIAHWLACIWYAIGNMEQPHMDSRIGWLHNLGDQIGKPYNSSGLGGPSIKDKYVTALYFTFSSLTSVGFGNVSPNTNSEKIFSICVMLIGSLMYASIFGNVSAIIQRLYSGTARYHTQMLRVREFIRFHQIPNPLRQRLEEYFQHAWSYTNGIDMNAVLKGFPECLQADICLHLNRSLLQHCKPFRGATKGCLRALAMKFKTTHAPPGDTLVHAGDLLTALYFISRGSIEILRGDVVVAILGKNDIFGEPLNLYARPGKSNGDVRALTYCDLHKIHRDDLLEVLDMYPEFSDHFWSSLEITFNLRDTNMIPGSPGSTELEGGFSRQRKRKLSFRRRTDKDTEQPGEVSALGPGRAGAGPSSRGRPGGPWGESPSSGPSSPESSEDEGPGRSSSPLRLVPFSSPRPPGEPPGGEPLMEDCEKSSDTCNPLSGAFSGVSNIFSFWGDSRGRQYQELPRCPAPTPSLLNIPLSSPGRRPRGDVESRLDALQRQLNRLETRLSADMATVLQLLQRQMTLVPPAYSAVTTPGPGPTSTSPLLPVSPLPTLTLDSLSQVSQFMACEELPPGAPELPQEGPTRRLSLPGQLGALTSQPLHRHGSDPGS
#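 U2OS cells were transduced with wild-type KCNH2 virus (2.03 x 10^8 / mL) for 4 h at room temperature, then cultured overnight at 37 C. Thallium flux was read with FluxOr dye. Rate constants were normalized to DMSO controls.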
# FBPA coupling cs: qHTS Assay for Inhibitors of Fructose-1,6-bisphosphate Aldolase from Giardia Lamblia: Coupling assay counterscreen. coupling enzyme system counterscreen, AmpLite Red fluorescence. activity change, negative = inhibition, % at 58.2 µM, hits read low. 290,000 compounds, 0.67% hits; in the data active means activity change below about -30%
#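 Final compound at 57.5 uM, incubated 10 min at RT with coupling enzyme reagent (glyceraldehyde-3-phosphate), then 20 min with substrate and AmpLite Red detection. Fluorescence read at 525/598 nm; tests interference with the coupling assay, not aldolase inhibition.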
# PKM2 activator: qHTS Assay for Activators of Human Muscle isoform 2 Pyruvate Kinase. purified PKM2, Kinase-Glo ATP luminescence, activation; response scale: 0% is enzyme alone, no compound. Potency, µM (titrated, usually from 57.5 µM), for inactives: top-dose activation, usual class: activators. 260,000 compounds, 0.34% hits; further: potency means the concentration at half of the fitted maximal effect; nearly all actives have a fitted effect of over 55% in size
#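 hPK-M2, >95% pure; 0.1 mM ADP / 0.5 mM PEP final; imidazole pH7.2 buffer w/ 7 mM MgCl2, 50 mM KCl; 1 h RT; Kinase-Glo lum. Intermediate enzyme activity for dual inhibitor/activator qHTS.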
# Chronic BCR inh: qHTS Assay to Find Inhibitors of Chronic Active B-Cell Receptor Signaling. ABC-DLBCL IkBa-CBG/CBR reporter, luminescence ratio, 4 h. Potency, µM (titrated, usually from 46.1 µM), without a hit: top-dose ratio change, negative = lower green/red ratio, actives largely listed as inhibitors. 340,000 compounds, 0.05% hits. AID 493014, 2011; active means well fitted inhibition curve with a large enough effect in the signal ratio, with a control signal flat, not every such curve was filed as active; inconclusive means small, poorly fitted or top-dose-only effect, or effect the other way, or a change in a side signal; the % refers to the signal ratio;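 further: potency means the concentration at half of the fitted maximal effect; plate controls were basal doxycycline-induced cells for no effect and cells given 10 µM MG132 for full effect; MG132 reads +100%, hits lower the ratio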
#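 TMD8 human ABC-DLBCL cells with doxycycline-inducible IκBα–green luciferase fusion and unfused red luciferase, in 0.5% FBS medium; compounds up to 46 uM, 4 h at 37C. Green/red luminescence ratio, filter-overlap corrected, fitted to concentration-response curves.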
# B2AR arrestin: qHTS assay of beta-arrestin-biased ligands of beta2-adrenergic receptor | 330,000 compounds, 0.02% hits | Beta-2 adrenergic receptor (Homo sapiens), P07550 | AID 492947, 2010 | beta-arrestin recruitment to beta2AR, cell-based reporter | Potency, µM (titrated, usually from 46.1 µM), for the others: at the top dose activation, most hits filed as activators;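 further: potency means the concentration at half of the fitted maximal effect; 0% = DMSO controls and full agonism = EC100 isoproterenol or metaproterenol; nearly all actives have a fitted effect of over 65% in size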
# GALK inhibitor: qHTS Assay for Inhibitors of Human Galactokinase (GALK) | Purified GALK, Kinase-Glo residual ATP luminescence | Potency, µM (doses to about 57.5 µM), for the others: at the highest dose activity change, negative = inhibition, most hits filed as inhibitors | 270,000 compounds, 0.007% hits | AID 1868, 2009; further: potency means the concentration at half of the fitted maximal effect
#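 ATP-depletion format; final 35 uM ATP, 100 uM D-galactose, 5 nM enzyme; pH 8.0 HEPES/Mg2+ buffer; 60 min RT; luminescence read 10 min after detection reagent.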
# KCNH2 3.1 inh: qHTS for Inhibitors of KCHN2 3.1: Mutant qHTS | Potassium voltage-gated channel subfamily H member 2, brain isoform KCNH2 3.1 (human) | U2OS KCNH2 3.1, thallium flux FluxOr; stronger effect = lower value | activity change, % (tested at about 1.8 µM) | 340,000 compounds, 0.95% hits;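 active means maximum activity change below -70%; inconclusive means maximum activity change from -70% to -50%; inactive means maximum activity change above -50%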;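 further: thallium influx rate constant from kinetic fluorescence after stimulation buffer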
#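 Thallium flux via FluxOr fluorescence (Red40 quencher, 45 min loading) in U2OS cells virally expressing the KCNH2 3.1 isoform (1.77 x 10^8 /mL virus, overnight at 37 C). Rate constants from 2-min kinetic reads post-stimulation, normalised to positive and negative controls.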
# uPA generation: qHTS for Inhibitors of Cell Surface uPA Generation; cell surface uPA generation assay, qHTS; Potency, µM (series often up to 38.3 µM), for the others: top-dose activity change, negative = inhibition, hits mostly inhibitors; 330,000 compounds, 0.31% hits; active means well fitted inhibition curve with a large enough effect; inconclusive means small, poorly fitted or top-dose-only effect; inactive means no such curve, though single readings can be large or run the other way; tested in mouse RAW 264.7 cells; further: potency means the concentration at half of the fitted maximal effect; nearly all actives have a fitted effect of over 55% in size
# USP2a block: qHTS Assay for Inhibitors of Ubiquitin-specific Protease USP2a Using CHOP2 as the Reporter; 330,000 compounds, 0.01% hits; Potency, µM (series often up to 38.3 µM), inactives show top-dose activity change, negative = inhibition, hits mostly inhibitors; USP2 core, Ub-CHOP2 coupled fluorogenic reporter, 485/531; AID 463254, 2010; Ubiquitin carboxyl-terminal hydrolase 2 (Homo sapiens), O75604;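 further: potency means the concentration at half of the fitted maximal effect; plate controls were DMSO wells for no effect and full inhibition by NEM control for full effect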
#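 USP2 core (10nM final) preincubated 30min RT with compound in 20mM Tris-HCl pH 8.0, 2mM CaCl2, 2mM beta-mercaptoethanol, 0.05% CHAPS; 25nM Ub-CHOP2 plus 25nM reporter substrate added, fluorescence (Ex485/Em531) read after 60min.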
# Eya2 inh: qHTS Assay for Inhibitors of the Phosphatase Activity of Eya2 | 330,000 compounds, 0.006% hits | Potency, µM (titrated, usually from 76.9 µM), without a hit: at the highest dose activity, negative = inhibition, hits mostly inhibitors | recombinant Eya2, OMFP fluorescence dephosphorylation (OMFP is methylfluorescein phosphate); further: potency means the concentration at half of the fitted maximal effect
#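 Eya2 protein (added as 0.2 uM solution) was preincubated with compound for 10 min at ambient temperature in 50 mM HEPES pH 7.5, 50 mM NaCl, 5 uM MgCl2, 0.05% BSA, 1 mM DTT. OMFP (added at 50 uM) then reacted 10 min; fluorescence read at 485/525 nm.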
# Giardia kill: Small Molecules that selectively kill Giardia lamblia: qHTS | AID 540267, 2011 | activity change, % at 7.66 µM, hits read low | Giardia lamblia trophozoite viability | 340,000 compounds, 0.15% hits; in the data active means activity change below about -80%; inconclusive means between about -30% and that limit;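 further: parasites exposed to compound for two days anaerobically before the ATP read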
#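 Luminescence from cellular ATP indicates surviving trophozoites (100 cells/well) following 48 hrs anaerobic compound treatment at 37 deg C; signal develops 15-30 min at room temperature.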
# * marks the source's active call; other numbers are inactive results; ? = inconclusive; . = no result given; & = joins results of further samples; ! = not active in a repeat; [ ] = remark or other dose. Unless noted, the call rests on the fitted dose curve; in most records, active means well fitted curve in the direction sought with a large enough effect; inconclusive means small, poorly fitted or top-dose-only effect, or another doubt; inactive means no such curve, though single readings can be large; an effect the other way counts as inactive or inconclusive. Unless noted, on the % scale 0 is the no-effect control and ±100 the full control effect.
SMILES,hERG WT inh,FBPA coupling cs,PKM2 activator,Chronic BCR inh,B2AR arrestin,GALK inhibitor,KCNH2 3.1 inh,uPA generation,USP2a block,Eya2 inh,Giardia kill
CON(C)S(=O)(=O)c1ccc2c(c1)N(Cc1ccc(C)cc1)C(=O)C1CCCN21 (stereo unspecified),-3,0,3%,5%,0.0%,1%,-15,4%,1%,2%,-2
COc1cc(/C=C2\C(=O)NN(c3ccccc3)C2=O)ccc1OCC(N)=O,.,4,.,?,-0.1%,-3%,.,.,0%,0%,.
Cc1cc2cc(OCc3ccccc3)ccc2n1C,7,1,-2%,?,-0.2%,3%,6,-2%,2%,3%,-8
c1ccc(-c2nc3ccccc3c3nncn23)cc1,7,4,2%,4%,-0.9%,-2%,-1,-2%,-2%,6%,-2
O=C(Nc1ccc2nc3n(c(=O)c2c1)CCCCC3)C(=O)N1CCN(c2ccccc2)CC1,-4,3,-16%,?,0.1%,.,9,16%,1%,6%,0
O=C(NCCc1ccccc1)C1COc2ccccc2O1 (stereo unspecified),6,2,.,?,0.4%,1%,28,-11%,-2%,14%,-12
CCN1CCN(c2nc3sc4c(c3c3ncnn23)CC(C)CC4)CC1 (stereo unspecified),-1,2,-1%,?,0.4%,-1%,-2,6%,3%,-8%,-14
CC(=O)Nc1ccc(C(=O)N/N=C/c2ccc(F)cc2)cc1,7,1,-1%,-10%,0.4%,4%,-3,-1%,-5%,6%,14
COC(=O)C1CCN(C(=O)COC(=O)C2CCN(S(=O)(=O)c3c(Cl)cccc3Cl)CC2)CC1,2,.,.,-8%,0.1%,.,3,-1%,-3%,19%,-1
O=C(Cc1ccc([N+](=O)[O-])cc1)Nc1ccc(Br)cn1,10,2,.,?,0.4%,-2%,5,3%,-2%,0%,1
CCCNC(=O)c1ccc2c(=O)c(O)c(C)[nH]c2c1,1,-1,-6%,?,0.1%,-3%,-22,2%,9%,1%,-4
C[C@](N)(Cc1ccc(O)c(O)c1)C(=O)O,5,-58*!,7%,0%,0.1%,.,7,-22%,?,2%&3%,-5
NC(=O)C[n+]1cccc(C(=O)Nc2ccccc2)c1,-7,1,4%[11.5 µM],0%,-0.5%,7%,3,-2%,-1%,0%,-19
COCC(=O)OCn1nnc2ccccc2c1=O,-5,-2,14%,0%,-0.2%,0%,-4,0%,0%,2%,-10
CCc1ccccc1OCC(=O)Nc1cccc(S(=O)(=O)NC2=NCCCCC2)c1,0,.,.,-17%,-0.3%,.,-20,-14%,2%,12%,-15
COc1ccc(N/C=C(\C2OC(=O)c3ccccc32)[N+](=O)[O-])cc1 (stereo unspecified),6,3,-3%,-13%,-0.7%,-1%,-2,-11%,4%,-4%,19
O=C(O)C1CSC(c2ccncc2)N1 (stereo unspecified),6,2,5%,2%,-0.3%,1%,-8,2%,-1%,-13%,-1
CCN(CC)S(=O)(=O)N1CCC(C(=O)NCc2ccco2)CC1,-1,-4,-7%,-23%,-0.1%,0%,-12,-2%,-4%,-18%,-16
Cc1cc(C)cc(OCCNC(=O)C(C)N2C(=O)c3ccccc3C2=O)c1 (stereo unspecified),-4,-3,3%,7%,-0.2%,-2%,-8,9%,0%,19%,5
O=C1c2ccccc2C(=O)c2c1ccc(C(=O)N1CCCCC1)c2NCCO,-1,0,-4%,6%,-0.1%,-1%,-2,2%,0%,-10%,-18
CCCCN(CCCC)C(=O)CSc1nnc2n(C)c(=O)c3c4c(sc3n12)CCCC4,27,-1,-2%,?,0.5%,0%,6,1%,2%,-2%,-9
CCOC(=O)c1cnc(SCc2cccc(C)c2)nc1N,-9,-2,9%,-3%,-0.2%,1%,-32,1%,-2%,16%,-12
O=S(=O)(Nc1ccc2c(c1)OCCO2)c1ccc(F)c(F)c1,-2,0,2%,-3%,-0.4%,-2%,7,2%,8%,6%,-1
COc1ccc(-c2cc(C(F)(F)F)nc(N3CCN(C)CC3)n2)cc1OC,-8,-1,0%,-8%,-0.2%,-1%,11,-1%,0%,-22%,-9
COc1ccc(-c2ccc(SCC(=O)c3ccccc3)nn2)cc1OC,-4,0,0%,-22%,-0.1%,3%,15,-11%,0%,-9%,15
N=c1n(CCN2CCCCC2)c2ccccc2n1CC(O)c1cccc(Br)c1 (stereo unspecified),19,1,-2%,?,0.3%,6%,-48,-9%,2%,-13%,-16
COc1ccc(/C=N\NC(=O)c2ccc([N+](=O)[O-])cc2)cc1COc1c(F)c(F)cc(F)c1F,18,.,1%,0%,0.4%,-7%,-43,4%,2%,3%,-3
Cc1noc(C)c1C(=O)NCc1ccccc1Br,6,8,-4%,1%,-0.3%,-1%,4,-3%,0%,-6%,14
COc1ccc(-c2[nH]ncc2CN2CCCC2c2nonc2C)c(F)c1 (stereo unspecified),-2,-1,1%,2%,-0.2%,1%,0,7%,-1%,1%,-12
C[C@H](OC(=O)c1[nH]cnc1C(=O)N1CCN(C(=O)OC(C)(C)C)CC1)c1ccccc1,-2,.,.,-1%,-0.5%,.,-4,-12%,-2%,0%,19
CCOC(=O)C1CCCN(C(=O)Cn2nc(C)n3c(cc4c(OC)cccc43)c2=O)C1 (stereo unspecified),-8,.,.,0%,0.2%,-4%,13,-13%,1%,8%,-1
O=C(COC(=O)CCC1CCCC1)Nc1ccccc1Br,2,.,.,10%,0.3%,.,4,12%,-1%,10%,-13
Cc1nn(C)c(C)c1S(=O)(=O)N(CC(=O)NCc1ccco1)c1ccc(C(C)C)cc1,.,3,2%,5%,-0.5%,0%,.,.,2%,-8%,.
C=CC[C@@H](CC(=O)N[C@H](CO)Cc1ccccc1)C(=O)NC[C@@H](OC(=O)[C@@H](CC=C)Cc1ccc(F)cc1)c1ccccc1,-14,.,.,-1%,0.3%,.,-7,-11%,3%,4%,3
Cc1noc(C)c1S(=O)(=O)Nc1ccc(C(=O)N2CCN(c3ccc(F)cc3)CC2)cc1,0,6,?,7%,0.0%,0%,12,?,-1%,-1%,-4
Cc1ccc(S(=O)(=O)N2CCOC23CCN(C(=O)C(=O)NCc2ccccc2)CC3)cc1,-7,.,.,-2%,-2.1%,.,-4,-6%,0%,5%,-22
CC(=O)c1ccc(N2CCN(C(=O)CN3C(=O)NC4(CCCCC4)C3=O)CC2)c(F)c1,13,.,.,4%,-0.1%,.,5,?,1%,21%,0
Cc1oc2c(C)c3oc(=O)c(CC(=O)N[C@@H](CCCNC(N)=O)C(=O)O)c(C)c3cc2c1C,.,1,.,4%,-0.8%,-5%,8,11%,6%,9%,-15

# Another view of some results above:
SMILES	hERG WT inh	FBPA coupling cs	PKM2 activator	Chronic BCR inh	B2AR arrestin	GALK inhibitor	KCNH2 3.1 inh	uPA generation	USP2a block	Eya2 inh	Giardia kill
CC(=O)Nc1ccc(C(=O)N/N=C/c2ccc(F)cc2)cc1	7	1	-1%	-10%	0.4%	4%	-3	-1%	-5%	6%	14
O=C(NCCc1ccccc1)C1COc2ccccc2O1 (stereo unspecified)	6	2	.	?	0.4%	1%	28	-11%	-2%	14%	-12
Cc1ccc(S(=O)(=O)N2CCOC23CCN(C(=O)C(=O)NCc2ccccc2)CC3)cc1	-7	.	.	-2%	-2.1%	.	-4	-6%	0%	5%	-22
COc1ccc(/C=N\NC(=O)c2ccc([N+](=O)[O-])cc2)cc1COc1c(F)c(F)cc(F)c1F	18	.	1%	0%	0.4%	-7%	-43	4%	2%	3%	-3
N=c1n(CCN2CCCCC2)c2ccccc2n1CC(O)c1cccc(Br)c1 (stereo unspecified)	19	1	-2%	?	0.3%	6%	-48	-9%	2%	-13%	-16
